PLK1 inh = blocks human PLK1 kinase activity | P53350 | recombinant PLK1 kinase, TR-FRET peptide phosphorylation | inhibition, % at 10 µM | 97,000 compounds, 0.53% hits | AID 619;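 active = inhibition of 50% or more in the single-concentration screen; inactive = inhibition below 50%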;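 note: 0% = DMSO max control and 100% = H-89 dihydrochloride min control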
Target sequence (P53350 whole entry, looked up): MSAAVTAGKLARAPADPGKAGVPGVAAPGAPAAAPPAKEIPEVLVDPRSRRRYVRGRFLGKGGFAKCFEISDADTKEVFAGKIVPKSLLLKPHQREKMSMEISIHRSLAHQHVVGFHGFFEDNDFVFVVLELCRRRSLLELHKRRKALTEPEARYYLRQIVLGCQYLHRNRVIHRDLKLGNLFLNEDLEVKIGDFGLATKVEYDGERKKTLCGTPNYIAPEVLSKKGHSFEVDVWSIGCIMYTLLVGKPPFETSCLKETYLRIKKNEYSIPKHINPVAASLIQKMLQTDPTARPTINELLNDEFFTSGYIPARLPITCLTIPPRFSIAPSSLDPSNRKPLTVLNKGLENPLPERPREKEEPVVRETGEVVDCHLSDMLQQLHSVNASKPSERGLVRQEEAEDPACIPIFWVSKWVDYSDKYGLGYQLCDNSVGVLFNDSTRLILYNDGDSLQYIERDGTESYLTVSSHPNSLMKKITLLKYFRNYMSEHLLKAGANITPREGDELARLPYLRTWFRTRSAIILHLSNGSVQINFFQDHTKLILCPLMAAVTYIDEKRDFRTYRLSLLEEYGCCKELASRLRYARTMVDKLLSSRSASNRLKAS
EphB4 ephrin blk = antagonists of human EphB4-ephrin-B2 interaction; P54760; EphB4 LBD / TNYL-RAW-Alexa532 peptide, fluorescence polarization; inhibition, % at 7 µM; 97,000 compounds, 0.15% hits; AID 720;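 active = inhibition above the screen-wide mean inhibition plus 3 SD, cut at about 15% in these data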;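 note: 0% = DMSO wells and 100% = excess unlabeled TNYL-RAW peptide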
PLK1 PBD inh = inhibitors of human Plk1 polo box domain binding. 97,000 compounds, 0.13% hits. inhibition, %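 (tested at about 20 µM)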. AID 693. Plk1 PBD phosphopeptide binding, fluorescence polarization. P53350; in the data active = inhibition above about 34%, passing the limit was not always enough
CYP2C9 inhib = blocks human cytochrome P450 2C9 | AID 777 | 96,000 compounds, 20% hits | P11712 | CYP2C9 Supersomes, luciferin-H conversion, luminescence | inhibition, % at 5 µM;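 active = blocking of liver enzyme CYP2C9 beyond about 50% at 5 µM, limit read from the data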; note: values of inactives mirror those of a sister screen read the other way
CYP2C19 activ = cytochrome P450 2C19 (human) activation; recombinant CYP2C19, luciferin-H EGE luminescence; hits give high values; 0 = fully inhibited enzyme, 1 = untreated enzyme; activation factor at 5 µM; 96,000 tested, under 10 active; P33261;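 active = activation factor of at least 2 at 5 µM in the primary screen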;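 note: 0 = wells with 2.5 mM tranylcypromine and 1 = vehicle-only wells; values of inactives mirror those of a sister screen read the other way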
Target sequence (P33261 whole entry, looked up): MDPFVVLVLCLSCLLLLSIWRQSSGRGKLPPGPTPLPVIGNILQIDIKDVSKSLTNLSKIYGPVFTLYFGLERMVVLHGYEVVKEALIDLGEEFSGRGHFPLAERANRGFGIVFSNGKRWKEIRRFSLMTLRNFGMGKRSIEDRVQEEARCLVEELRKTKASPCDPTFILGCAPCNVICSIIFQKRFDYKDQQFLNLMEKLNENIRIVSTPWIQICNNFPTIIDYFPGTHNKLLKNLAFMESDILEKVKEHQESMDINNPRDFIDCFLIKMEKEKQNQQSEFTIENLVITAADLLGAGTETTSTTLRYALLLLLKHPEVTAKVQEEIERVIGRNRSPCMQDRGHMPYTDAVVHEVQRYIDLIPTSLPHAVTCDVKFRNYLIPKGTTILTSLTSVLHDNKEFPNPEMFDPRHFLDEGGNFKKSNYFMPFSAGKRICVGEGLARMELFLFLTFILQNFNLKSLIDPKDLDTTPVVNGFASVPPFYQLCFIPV
CYP2C19 inhib = inhibitors of human CYP2C19 | inhibition, % at 5 µM | 96,000 compounds, 21% hits | CYP2C19 Supersomes, luciferin-H EGE luminescence, 30 min | P33261 | AID 778;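 active = CYP2C19 inhibition above a set limit at 5 µM in the primary screen, cut at about 50% in these data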;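 note: plate controls were negative control wells for no effect and 2.5 mM tranylcypromine positive control for full effect; values of inactives mirror those of a sister screen read the other way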
PLAP activator = activates human placental alkaline phosphatase; P05187; purified PLAP enzyme, luminescent substrate read-out; hits give high values; activation fold at 20 µM; 96,000 compounds, 1.2% hits; AID 696; in the data active = activation fold above about 2
CYP2C9 act = increases human cytochrome P450 2C9 activity | recombinant CYP2C9, luciferin-H conversion, luminescence; hits give high values; factor 1 = untreated enzyme, 0 = blocked | activation factor at 5 µM | 96,000 compounds, 1.4% hits | AID 1024;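 active = activation factor of 2 or more for CYP2C9 at a 5 µM dose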;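 note: 0 = sulfaphenazole-blocked wells and 1 = vehicle-only wells; values of inactives mirror those of a sister screen read the other way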
Rev-RRE block = HIV Rev-RRE protein-RNA interaction inhibition. Rev peptide-RRE RNA binding, FRET. inhibition, % at 8 µM. 97,000 compounds, 0.79% hits. AID 704;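 active = inhibition above the screen-wide mean plus 3 SD, cut at about 35% in these data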;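 note: 0% = median DMSO wells and 100% = median Neomycin B control wells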
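System: Cy5-labelled duplex RRE RNA binding fluorescein-labelled HIV Rev peptide; Signal: fluorescein-to-Cy5 FRET, 480 nm excitation; Also added: labelled Rev peptide; Compound: one concentration, 8 µM nominal; Buffer or medium: HEPES pH 7.5 salt buffer with EDTA; Read-out: % inhibition of FRET ratio versus controls; Schedule: 5 min preincubation and 15 min binding, 25 °C.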
* hit, by the source's call; · = no result given. No enrichment for hits (roughly 29% active in at least one column).

SMILES	PLK1 inh	EphB4 ephrin blk	PLK1 PBD inh	CYP2C9 inhib	CYP2C19 activ	CYP2C19 inhib	PLAP activator	CYP2C9 act	Rev-RRE block
CCOCCn1c(N(C)Cc2ccccc2)nc2c1c(=O)[nH]c(=O)n2C	·	·	·	26	0.8	22	1.2	0.7	·
CCC(C)n1c(C)nc2c(c1=O)c1nc3ccccc3nc1n2-c1ccc2c(c1)OCCO2 (stereo unspecified)	·	·	·	-3	1.1	-8	1	1	·
FC(F)(F)c1cc(-c2ccco2)nc(N2CCN(Cc3ccccc3)CC2)n1	-3	10	2	33	0.6	38	1.2	0.7	11
Cc1ccc2nc3ccc(N4CCCC4)nn3c(=O)c2c1	-6	-3	-15	22	0.8	17	0.9	0.8	8
COc1ccc2c(c1)OC(O)(C(F)(F)C(F)F)CC2=O (stereo unspecified)	4	2	-28	78*	0.5	47	1	0.2	7
CC(C)CC(=O)NC(=S)N1CCCCCC1	-7	-2	8	·	·	·	·	·	5
COC(=O)c1cccc(Nc2nc3ccccc3nc2C)c1	-8	1	-3	44	0.9	14	1	0.6	14
CCOc1ccc(N=c2oc3cc(O)ccc3cc2C(=O)NCC2CCCO2)cc1 (stereo unspecified)	-5	-3	0	42	1.2	-22	1.4	0.6	3
Cn1nnnc1SCC(=O)Nc1nc2c(s1)CCCC2	-14	5	-1	44	0.5	46	1	0.6	9
CC(=O)c1cccc(N(CC(=O)Nc2ccc(F)cc2F)S(C)(=O)=O)c1	0	6	24	11	0.2	76*	1	0.9	2
COc1ccc(NC(=O)c2ccccc2O)c(OC)c1	-3	-1	-12	53*	0.4	60*	1.2	0.5	4
COc1ccc(S(=O)(=O)N(C)CC(=O)N2CCCCCC2)cc1OC	-6	-6	3	-52	0.6	44	1.7	1.5	-4
Cc1ccc(C(C)C)c(OCCN2C(=O)NC(C)(C)C2=O)c1	5	-4	-5	43	0.2	77*	0.9	0.6	-2
CC(=O)C1=C(O)C(=O)N(CCNCCO)C1c1ccccc1 (stereo unspecified)	-8	5	-13	0	1	0	0.9	1	4
O=C(O)C1CCN(c2nc(-c3ccccc3)nc3c2oc2ccccc23)CC1	-8	-3	9	-16	1	-1	1	1.2	3
CS(=O)(=O)Nc1ccc(C(=O)Nc2ccc3c(c2)OCCO3)cc1	-10	5	-20	-11	1	2	0.8	1.1	2
CCOC(=O)N1CCN(S(=O)(=O)c2cccs2)CC1	-7	-1	4	24	0.4	57*	0.8	0.8	3
O=C(Nc1nccs1)C1CCN(S(=O)(=O)c2ccc3c(c2)OCCCO3)CC1	·	·	·	-36	0.7	32	1.1	1.4	·
CCOC(=O)c1sc(=S)n(-c2ccc(Cl)cc2)c1SC	9	-4	-19	27	1	-1	0.8	0.7	5
O=C(CSc1ccc(Cl)cc1)Nc1ccccc1N1CCN(C(=O)c2ccccc2)CC1	9	-3	-13	24	0.9	10	1	0.8	-3
CCC1(C(=O)c2ccccc2)C2c3cc(Br)ccc3OC(=O)C21C(=O)N1CCOCC1 (stereo unspecified)	-15	1	-10	1	0.7	29	1.5	1	2
CCOc1ccc2[nH]cc(S(=O)(=O)c3ccc(F)cc3)c(=O)c2c1	-12	2	17	32	0.7	31	0.8	0.7	4
CCOC(=O)c1c(NC(=O)CSc2nnnn2C)sc(C)c1C	-13	-3	1	28	0.7	25	1	0.7	11
Cn1c(Cl)c(/C=N/OC(=O)c2cccc(Cl)c2)c2ccccc21	-6	-1	-16	-60	1	3	0.9	1.6	6
O=C(O)C1CCN(C(=O)COc2ccc3c4c(c(=O)oc3c2)CCC4)CC1	-13	2	-31	-5	0.9	8	1.4	1.1	6
SMILES	PLK1 inh	EphB4 ephrin blk	PLK1 PBD inh	CYP2C9 inhib	CYP2C19 activ	CYP2C19 inhib	PLAP activator	CYP2C9 act	Rev-RRE block
Cc1cccc(-n2ncc3c(NC(C)C)ncnc32)c1	·	·	·	12	0.9	8	1.1	0.9	·
COc1ccc(C2SCC(=O)N2c2c(C)n(C)n(-c3ccccc3)c2=O)cc1OC (stereo unspecified)	-3	0	-2	12	0.9	10	0.8	0.9	11
COc1ccc(C2(O)CCN(CC(=O)Nc3nccs3)CC2)c(OC)c1	29	1	-12	14	0.6	42	2.4*	0.9	-4
Cc1c(NCc2cc(Cl)cc(Cl)c2O)c(=O)n(-c2ccccc2)n1C	0	-8	4	85*	0.3	73*	1.8	0.1	2
Cc1ccc(S(=O)(=O)NC(C)C(=O)NC2CCCCCC2)cc1 (stereo unspecified)	-1	-4	-22	-1	0.7	34	1.3	1	-2
CC(Sc1nnc(NC(=O)c2cc3ccccc3oc2=O)s1)c1ccccc1 (stereo unspecified)	-14	-1	6	29	0.8	19	1.2	0.7	7
CCOc1ccc(OCC)c(NS(=O)(=O)c2ccc3c(c2)n(C)c(=O)c(=O)n3C)c1	-10	8	-6	13	0.9	15	1	0.9	6
COc1ccccc1C1(CC(=O)Nc2nccs2)CCOC(C(C)C)C1 (stereo unspecified)	9	-7	-23	67*	0.1	92*	1.3	0.3	5
Cc1cccc(C)c1OCC(O)CNS(=O)(=O)c1ccccc1C(=O)N1CCCCC1 (stereo unspecified)	-14	2	2	·	·	·	·	·	1
O=C(Cc1ccccc1)Nc1nnc(-c2ccco2)s1	-1	-2	15	36	0.6	41	1.3	0.6	-5
O=C(Nc1ccccc1Cl)N1CCn2c(nc3ccccc32)C1	-4	8	-9	22	0.5	52*	0.9	0.8	0
CCn1cc(/C=N\NC(=O)c2ccc3c(c2)c(C)c(C)n3Cc2ccccc2)c(C)n1	-2	6	10	9	0.3	73*	10	0.9	4
COc1ccc(C2C(C#N)=C(N)Oc3cc(C)[nH]c(=O)c32)c(OC)c1OC (stereo unspecified)	-4	3	2	10	1	2	0.9	0.9	-67
CCOc1ccc(C(=O)c2ccncc2)cc1	-7	-2	-16	75*	0.1	87*	1	0.2	0
CN(C)CCCn1c(NCc2ccc3c(c2)OCO3)nc2ccccc21	4	0	5	1	1	-2	0.8	1	12
C=CCN1C(=O)C2(/C(=C(\O)c3ccc4c(c3)OCCO4)C(=O)C(=O)N2CCCOC)c2ccccc21 (stereo unspecified)	-3	-9	2	-25	1.1	-15	1.8	1.3	-5
COc1ccc(OC)c(S(=O)(=O)NCc2cn3c(C)csc3n2)c1	-3	1	-5	-19	1	-1	1.2	1.2	8
CC(C)(C)c1cc(NCCCn2ccnc2)n2ncc(-c3ccc(Cl)cc3)c2n1	-14	9	14	66*	0.9	8	1	0.3	5
O=C(/C=C/c1cccc([N+](=O)[O-])c1)NCCSc1ccccc1	-4	5	-12	-33	0.9	11	0.9	1.3	10
CCCC(=O)Nc1ccccc1NC(=O)CCC	-12	4	9	-16	1.1	-12	0.9	1.2	0
Cc1ccccc1-n1c(Cn2c(=O)sc3ccccc32)nnc1SCC(=O)N1CCCC1	·	·	·	15	1	1	1.4	0.8	·
COc1ccc(C(=O)c2sc(Nc3cccc(OC)c3)c(C(=O)Nc3cccc(C)c3C)c2N)cc1	-13	0	14	52*	0.6	40	1.6	0.5	3
O=C(CCSc1ccc(Cl)cc1)c1cccs1	-8	13	7	6	0.9	13	1.1	0.9	2
CC1(C)N([O-])C(c2cccs2)=C[N+]1=O	-5	-7	13	7	1	-1	0.9	0.9	5
Cc1cc(COc2ccccc2OCCN2CCN(C)CC2)no1	-3	-1	3	-3	1.1	-13	1	1	-3

Quoted from the listing.
For PLAP activator, O=C(Cc1ccccc1)Nc1nnc(-c2ccco2)s1 reads 1.3
For EphB4 ephrin blk, O=C(CCSc1ccc(Cl)cc1)c1cccs1 reads 13

Next section:
SMILES	PLK1 inh	EphB4 ephrin blk	PLK1 PBD inh	CYP2C9 inhib	CYP2C19 activ	CYP2C19 inhib	PLAP activator	CYP2C9 act	Rev-RRE block
COc1ccc(C2C(C#N)=C(N)Oc3c2oc(CO)cc3=O)c(OC)c1OC (stereo unspecified)	-8	-12	16	17	0.9	6	0.9	0.8	-1
c1cnc(N2CC[N+]3(CCCC3)CC2)nc1	0	0	-1	9	1	2	0.9	0.9	4
CC1(C)C/C(=N\O)c2cc3c(nc2C1)CCCC3	-8	4	-17	-14	1.1	-7	0.9	1.1	9
COCC(C)n1c(C)cc(C(=O)CSc2ccc(NC(C)=O)cc2)c1C (stereo unspecified)	-12	6	-2	2	0.2	81*	1.6	1	4
COc1cc(=O)[nH]c(=O)n1C(=O)Cc1ccccc1	-1	-4	-18	12	0.9	6	1.2	0.9	16
CC(=O)c1c(OC(=O)c2ccc(C)cc2)c2ccccc2n1C	-1	-2	9	22	0.7	34	0.9	0.8	14
O=C(O)C1C2CCC(C2)C1C(=O)Nc1cc(F)ccc1F (stereo unspecified)	-10	-8	1	21	0.7	29	1.2	0.8	2
O=C(Nc1ccccc1)C(Cc1cccs1)c1nn[nH]n1 (stereo unspecified)	-11	0	15	29	0.5	50	0.9	0.7	6
CCN(CC)CCCNC(=O)C(C)n1nc(C)c2sc3ccccc3c2c1=O (stereo unspecified)	-9	0	-18	1	1.1	-5	0.8	1	0
O=C(Nc1nc2ccccc2s1)c1cnccn1	-9	6	-13	29	0.3	65*	1.1	0.7	0
O=C1CN(C(=O)c2ccc(Br)o2)C(c2ccc(F)cc2)c2cc(Cl)ccc2N1 (stereo unspecified)	-4	-4	-6	73*	0.6	36	1.2	0.3	6
CCn1c2ccccc2c2cc(NC(=O)CSc3nnnn3-c3ccccc3)ccc21	·	·	·	-24	0.9	12	0.9	1.2	·
O=S(Cc1ccccc1)CC(O)(c1ccc(Cl)cc1)c1ccc(Cl)cc1 (stereo unspecified)	-16	-6	51	24	0.1	85*	1	0.8	13
CCOC(=O)Cn1c(=N)n(CCOc2ccc(OC)cc2)c2ccccc21	0	1	4	1	0.9	8	1.1	1	4
O=S(=O)(NCC1CCCO1)c1cccc(C(F)(F)F)c1 (stereo unspecified)	-1	1	-12	-8	0.7	33	0.8	1.1	3
CCOCCCNC(=O)C(NC(=O)CNC(C)=O)c1ccc(C)cc1 (stereo unspecified)	-9	3	-10	-19	1.2	-24	1.1	1.2	10
Cc1cccc(NC(=O)Nc2ccc(Oc3c(F)c(F)c(F)c(F)c3F)cc2)c1	-13	-8	-3	30	0.8	15	0.9	0.7	6
CC(=O)N1CCN(C(=O)COc2ccc(Br)cc2)CC1	2	1	-10	0	0.1	89*	1.2	1	9
O=C(CC1C(=O)N(c2ccc(Cl)cc2)C(=S)N1CCc1ccncc1)Nc1ccc(F)cc1 (stereo unspecified)	16	-5	4	95*	0.2	85*	1	0	11
O=C(Oc1ccc(=O)n(-c2ccccc2)n1)c1cccc(Cl)c1	-8	0	-20	7	0.8	16	1.1	0.9	7
COc1ccccc1/C=C/CN1CCN(c2ccccc2)CC1	-7	0	-5	-16	0.2	82*	1.6	1.2	4

PLAP activator, hit marks shown above.
SMILES	PLK1 inh	EphB4 ephrin blk	PLK1 PBD inh	CYP2C9 inhib	CYP2C19 activ	CYP2C19 inhib	PLAP activator	CYP2C9 act	Rev-RRE block
COc1ccc(C2(O)CCN(CC(=O)Nc3nccs3)CC2)c(OC)c1	29	1	-12	14	0.6	42	2.4*	0.9	-4
